hIAP act: increases human intestinal alkaline phosphatase activity. activation factor at 10 µM. P09923. 330,000 tested, 0.16% active. purified human IAP, CDP-Star luminescence, 30 min; stronger effect = higher value; 1 = vehicle-only enzyme, 0 = enzyme-free background;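 active = activation factor of the enzyme at least 2-fold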; also: the source names both 10 and 20 µM as test concentration; values of inactives mirror those of a sister screen read the other way
hIAP block: human IAP inhibition | P09923 | purified IAP, CDP-Star luminescence, 30 min | inhibition, % at 10 µM | 330,000 tested, 0.12% active | AID 2544;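 active = inhibition reaching a set limit with compound at 10 µM in the primary screen, cut at about 35% in these data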;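 also: plate controls were DMSO wells with enzyme for no effect and no-enzyme buffer wells for full effect; values of inactives mirror those of a sister screen read the other way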
SENP1 FRET inh: blocks the human SENP1 SUMO protease catalytic domain; recombinant SENP1 catalytic domain, CyPet-SUMO1-YPet FRET cleavage; inhibition, % at 10 µM; 360,000 tested, 0.21% active;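 active = inhibition at least 30% at 10 µM, raw YFP signal under a set limit, fluorescence ratio 0.5 to 1.5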;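 also: 0% = enzyme with DMSO and 100% = no enzyme wells; some results filed as inactive read as strong as hits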
Target sequence (Q9P0U3 419-644 limits assumed): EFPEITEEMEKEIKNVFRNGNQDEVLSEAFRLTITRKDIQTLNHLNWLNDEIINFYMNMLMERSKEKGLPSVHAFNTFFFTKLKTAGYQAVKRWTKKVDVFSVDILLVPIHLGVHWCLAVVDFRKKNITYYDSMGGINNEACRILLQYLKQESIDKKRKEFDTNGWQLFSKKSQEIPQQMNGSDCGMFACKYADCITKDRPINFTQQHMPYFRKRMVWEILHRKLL
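Assay system – human recombinant His6-tagged SENP1 catalytic domain enzyme · Input – SENP1 enzyme, 20 pM final · Buffer or medium – Tris pH 8 buffer plus EDTA, NaCl, BME, BSA, NP40, catalase · Schedule – 50 min reaction at room temperature · Technique – FRET read of cyan and yellow fluorescence · Control set – no-enzyme wells low, DMSO-plus-enzyme wells high control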
A3G deaminase: inhibitors of human APOBEC3G DNA deaminase; recombinant A3G, ssDNA deamination FAM/TAMRA fluorescence; inhibition, % at 20 µM; 330,000 tested, 0.28% active; Q9HC16;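 active = inhibition of at least 40% at 20 µM, with no more than 30% in the related APOBEC3A deaminase screen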;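 also: plate controls were DMSO wells with A3G for no effect and wells lacking A3G enzyme for full effect; some compounds called inactive have numbers as strong as hits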
Target sequence (Q9HC16 whole entry, looked up): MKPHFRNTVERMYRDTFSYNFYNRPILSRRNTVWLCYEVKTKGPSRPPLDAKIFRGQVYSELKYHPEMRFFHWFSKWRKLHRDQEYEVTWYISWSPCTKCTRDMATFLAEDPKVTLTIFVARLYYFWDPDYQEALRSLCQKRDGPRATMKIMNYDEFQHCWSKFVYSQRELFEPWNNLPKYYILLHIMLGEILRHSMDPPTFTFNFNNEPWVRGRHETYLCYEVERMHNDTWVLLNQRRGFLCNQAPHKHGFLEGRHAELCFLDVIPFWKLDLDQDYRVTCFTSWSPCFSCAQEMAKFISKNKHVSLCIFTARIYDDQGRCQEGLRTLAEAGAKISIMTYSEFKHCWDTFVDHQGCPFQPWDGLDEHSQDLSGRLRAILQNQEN
A3A deaminase: blocks human APOBEC3A ssDNA deamination; recombinant A3A, FAM/TAMRA ssDNA deamination fluorescence; inhibition, % at 20 µM; 330,000 tested, 0.41% active; AID 493011;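 active = at least 40% inhibition at 20 µM here, with at most 30% in a related deaminase screen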;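 also: plate controls were A3A with DMSO for no effect and wells lacking A3A enzyme for full effect; some results filed as inactive read as strong as hits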
Target sequence (P31941 whole entry, looked up): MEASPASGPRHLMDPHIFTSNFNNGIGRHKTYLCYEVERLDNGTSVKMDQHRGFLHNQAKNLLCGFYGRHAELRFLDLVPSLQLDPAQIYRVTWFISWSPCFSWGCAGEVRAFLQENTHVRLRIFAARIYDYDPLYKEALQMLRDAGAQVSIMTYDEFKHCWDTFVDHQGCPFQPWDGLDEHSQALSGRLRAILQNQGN
mIAP block: blocks mouse intestinal alkaline phosphatase; inhibition, % at 10 µM; 330,000 tested, 0.2% active; purified mouse IAP, CDP-Star luminescence, 30 min; AID 2806;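 active = inhibition of at least 40% at 10 µM in the primary screen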;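 also: plate controls were DMSO with enzyme for no effect and no enzyme wells for full effect; values of inactives mirror those of a sister screen read the other way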
MIN6 prolif: inducers of beta-cell replication in MIN6 cells; MIN6 cells proliferation, ATPlite luminescence, 48 h; cells starved in 0.2% serum; 100% = growth in 10% serum; proliferation, % at 10 µM; 330,000 tested, 0.29% active; AID 2380;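 active = compounds whose signal lies at least 3.5 SD above the mean of all wells on their plate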;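 also: 0% = DMSO-treated cells in low-serum medium and 100% = 10% serum control; some compounds called inactive have numbers as strong as hits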
mIAP activ: mouse IAP activation; muIAP, CDP-Star luminescence, 30 min; stronger effect = higher value; 1 = vehicle-only enzyme signal, 0 = enzyme-free wells; activation factor at 10 µM; 330,000 tested, 0.24% active; AID 2805;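 active = activation factor of at least 2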; also: the source names both 10 and 20 µM as test concentration; values of inactives mirror those of a sister screen read the other way
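also added = chemiluminescent substrate CDP-Star | test system = mouse IAP enzyme | signal = chemiluminescence readout | compound = DMSO-dissolved test compounds | incubation = 30 min at room temperature | benchmarks = DMSO wells, no-enzyme wells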
NLRP3 yeast inh: NALP3 inhibition in yeast; Yeast reconstituted NLRP3/ASC/caspase-1, beta-gal luminescence, 24 h; inhibition, % at 10 µM; 330,000 tested, 0.39% active; AID 2825;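 active = inhibition of 50% or more; inactive = inhibition below 50%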;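 also: plate controls were induced DMSO wells for no effect and uninduced yeast grown without galactose for full effect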
Starred values were filed as active, the others as inactive; / = no result given.

No.	mol	hIAP act	hIAP block	SENP1 FRET inh	A3G deaminase	A3A deaminase
1	COc1cccc(NS(=O)(=O)NC(=O)c2c(C)[nH]c3ccccc23)c1	1	0	-2	-2	-4
2	CCn1c(SCC(=O)NC(=O)NCc2ccco2)nnc1-c1cccs1	1.1	-14	1	-1	3
3	O=C1CCc2cc(S(=O)(=O)NCc3ccc(F)cc3)cc3c2N1CC3	0.93	7	1	-1	1
4	COc1ccc(CC(=O)NC(C)(C)C)cc1S(=O)(=O)N1CCOCC1	0.95	5	3	-4	-4
5	COc1ccc(-c2cc(-c3ccccc3)nc(SCC(=O)Nc3ncc(C)s3)c2C#N)cc1	1	-2	2	-6	-1
6	C/C(=N\NC(N)=S)c1ccc(-n2ccnc2)cc1	0.98	2	3	-10	-4
7	O=C(Cn1cnc2c(OCc3ccccc3)ncnc21)NCc1nc2ccccc2[nH]1	1.2	-18	2	-5	-1
8	CC(C)(C)C(=O)CN1CCN(C2c3ccccc3-c3ccccc32)CC1	1	-2	0	5	3
9	COc1cc(/C=N/S(=O)(=O)CCc2ccccc2)cc(OC)c1O	0.81	19	-8	-3	-1
10	O=C(Cc1ccccc1)NCC(=O)N/N=C/c1ccc(C(=O)O)cc1	1.1	-8	1	-3	0
11	CC1(C)CC(=O)C2=C(C1)N(c1ccccc1)C(=O)C2(O)C(F)(F)F (stereo not given)	1.1	-8	-1	9	1
12	COC(=O)c1cccc(COC(=O)c2ccc(CS(=O)(=O)c3ccc(C)cc3)cc2)c1	1.1	-11	3	-9	-5
13	Cc1oc2cc(O)ccc2c(=O)c1Oc1ccccc1	0.99	1	0	-2	-1
14	CCOC(=O)N1CCN(C(=O)COC(=O)C2CCN(S(=O)(=O)c3ccc(C)c(C)c3)CC2)CC1	0.85	15	1	-10	-3
15	O=C(NCC(c1cccnc1)N1CCN(c2ccccc2)CC1)c1ccco1 (stereo not given)	1	-4	0	-2	-1

No.	mIAP block	MIN6 prolif	mIAP activ	NLRP3 yeast inh
1	-3	-1	1	-11
2	6	0	0.94	0
3	2	0	0.98	13
4	-14	-4	1.1	22
5	13	-3	0.87	0
6	-4	-4	1	6
7	0	-2	1	-6
8	3	1	0.97	11
9	-5	0	1	8
10	7	4	0.93	8
11	10	0	0.9	8
12	-8	-3	1.1	13
13	-2	-1	1	7
14	4	-2	0.96	21
15	4	1	0.96	1

Next records.
No.	mol	hIAP act	hIAP block	SENP1 FRET inh	A3G deaminase	A3A deaminase
16	Cn1cccc1CC(=O)NNC(=S)Nc1ccc(Cl)cc1Cl	0.85	15	2	4	2
17	CC(C)(C)NC(=O)COC(=O)c1ccccc1NC(=O)c1ccco1	1	-4	3	-4	-1
18	O=C(Nc1c2c(nn1-c1cccc(Cl)c1)CS(=O)(=O)C2)c1ccco1	0.93	7	-3	-7	-4
19	CCCCn1c(N)c(N(CC(C)C)C(=O)CCCn2c(=O)oc3ccccc32)c(=O)[nH]c1=O	0.82	18	0	-5	0
20	Cc1c(C(=O)OCC(=O)N2CCCC(C)C2)oc2ccccc12 (stereo not given)	1	-4	0	-11	-3
21	Cc1ccc(NC(=O)COc2ccc(Br)cc2CO)cc1	1.1	-5	0	0	1
22	CC(=O)N1CCN(CC(c2ccccc2)c2ccccc2)CC1	1.3	-30	-1	-1	-6
23	CCOC(=O)NN1C(=O)c2ccccc2NC1c1ccccc1 (stereo not given)	1.1	-6	-7	-7	-3
24	Cc1cnc(C(=O)OCC(=O)Nc2ccc(Br)cc2F)cn1	1	-1	0	-5	-4
25	COc1cccc(CN(C)S(=O)(=O)c2c(C)noc2C)c1OC	1.1	-11	0	-6	-2
26	CCOC(=O)C1(CC2CCCCO2)CCN(C(=O)Nc2ccc3c(c2)OCO3)CC1 (stereo not given)	1.1	-8	0	-3	0
27	Cc1ccc(NC(=O)CN(C)C(=S)NC2CC2)cc1	1	-1	3	-17	1
28	COCCNS(=O)(=O)c1cc(OC)c(C)cc1C	0.96	4	2	-11	3
29	NC(=O)C1CCN(C(=O)c2ccc(OCC(=O)Nc3cccc(C(F)(F)F)c3)cc2)CC1	0.92	8	-1	-4	-1
30	COc1ccc(C(=O)NCCc2nnc(SCC(=O)Nc3ccccc3C(C)C)n2C)cc1	0.95	5	1	0	2

No.	mIAP block	MIN6 prolif	mIAP activ	NLRP3 yeast inh
16	10	-3	0.9	13
17	0	-1	1	19
18	-2	-3	1	7
19	10	-2	0.9	5
20	-2	4	1	13
21	-10	-3	1.1	45
22	-11	2	1.1	11
23	-3	-3	1	0
24	2	2	0.98	-4
25	4	-1	0.95	21
26	-1	-2	1	5
27	-6	-3	1.1	7
28	-1	1	1	9
29	2	0	0.98	6
30	-4	-2	1	4

Four compounds picked at random from the list so far:
No.	mol	hIAP act	hIAP block	SENP1 FRET inh	A3G deaminase	A3A deaminase
17	CC(C)(C)NC(=O)COC(=O)c1ccccc1NC(=O)c1ccco1	1	-4	3	-4	-1
28	COCCNS(=O)(=O)c1cc(OC)c(C)cc1C	0.96	4	2	-11	3
30	COc1ccc(C(=O)NCCc2nnc(SCC(=O)Nc3ccccc3C(C)C)n2C)cc1	0.95	5	1	0	2
27	Cc1ccc(NC(=O)CN(C)C(=S)NC2CC2)cc1	1	-1	3	-17	1

No.	mIAP block	MIN6 prolif	mIAP activ	NLRP3 yeast inh
17	0	-1	1	19
28	-1	1	1	9
30	-4	-2	1	4
27	-6	-3	1.1	7

Next section.
No.	mol	hIAP act	hIAP block	SENP1 FRET inh	A3G deaminase	A3A deaminase
31	O=C(Cn1c(=O)oc2ccccc21)N1CCN(S(=O)(=O)c2ccccc2)CC1	1	-4	7	-6	-2
32	CN(C)CCCN(Cc1cc2cc3c(cc2[nH]c1=O)OCO3)C(=S)Nc1ccccc1	0.99	1	-1	-2	0
33	CN(CC(=O)Nc1ccccc1Br)C(=O)c1cc2c(s1)CCCCC2	1	-2	-5	-7	2
34	CN1CCN(c2ccc(-c3cccc(NC(=O)COc4ccc(Cl)cc4Cl)c3)nn2)CC1	0.94	6	-7	-4	0
35	CC(C)OC(=O)CSc1nnc(CNc2ccc(Cl)cc2)n1Cc1ccccc1	1	0	1	-1	1
36	Cc1cc(NC(=O)c2ccc(S(=O)(=O)Nc3ccccc3)cc2)no1	1.1	-7	1	-1	-1
37	Cc1cc(NC(=O)COC(=O)C2CCN(C(=O)c3ccc(Cl)cc3)CC2)no1	0.84	16	1	1	2
38	O=C(O)CCCNS(=O)(=O)c1ccc(NCc2ccccc2)c(C(=O)O)c1	1.1	-6	-7	2	1
39	COCCCNC(=O)C12CCC(C)(C(=O)C1)C2(C)C (stereo not given)	1.1	-10	2	-1	9
40	COc1ccccc1N1CCN(CC(=O)Nc2cccc(F)c2)CC1	0.83	17	2	-6	-4
41	CC1CCCCN1c1ncnc(N)c1[N+](=O)[O-] (stereo not given)	1	0	2	-2	3
42	C=CCc1c(NCCO)nc(C)[nH]c1=O	1.1	-11	1	-4	-4
43	O=C(NCCN1CCOCC1)c1ccc(Cl)cc1O	0.8	20	1	-10	-5
44	Cc1nc(C(=O)N(C)C)nn1-c1cc(Cl)ccc1Cl	1.1	-7	-1	-1	-2
45	COc1ccc(OC)c(C2NC(=O)CCC2[N+](=O)[O-])c1 (stereo not given)	0.92	8	1	-6	0

No.	mIAP block	MIN6 prolif	mIAP activ	NLRP3 yeast inh
31	1	0	0.99	3
32	-2	0	1	15
33	4	-4	0.96	21
34	3	-7	0.97	21
35	9	-3	0.91	6
36	8	-1	0.92	13
37	1	-2	0.99	-3
38	-2	-4	1	17
39	-1	-1	1	14
40	1	-1	0.99	17
41	-3	8.8*	1	28
42	-2	-3	1	1
43	3	0	0.97	16
44	12	4	0.88	4
45	2	2	0.98	10

Record cards (already shown):
O=C(Cn1c(=O)oc2ccccc21)N1CCN(S(=O)(=O)c2ccccc2)CC1 is listed as hIAP act = 1; hIAP block = -4; SENP1 FRET inh = 7; A3G deaminase = -6; A3A deaminase = -2; mIAP block = 1; MIN6 prolif = 0; mIAP activ = 0.99; NLRP3 yeast inh = 3
COc1ccccc1N1CCN(CC(=O)Nc2cccc(F)c2)CC1 is listed as hIAP act = 0.83; hIAP block = 17; SENP1 FRET inh = 2; A3G deaminase = -6; A3A deaminase = -4; mIAP block = 1; MIN6 prolif = -1; mIAP activ = 0.99; NLRP3 yeast inh = 17

Next entries:
No.	mol	hIAP act	hIAP block	SENP1 FRET inh	A3G deaminase	A3A deaminase
46	Cn1c(SCC(=O)NC2CCCCC2)nnc1-c1cccnc1	0.9	10	0	0	0
47	N#Cc1cc(C(=O)c2cc(F)ccc2O)cn(Cc2ccccc2)c1=O	0.94	6	-17	-5	8
48	O=c1c(S(=O)(=O)c2ccc(Cl)cc2)cn(Cc2ccccc2F)c2ccc(F)cc12	0.88	12	2	-12	-2
49	O=C(COC(=O)C1CC2CCCC(C1)C2=O)Nc1ccccc1 (stereo not given)	0.95	5	1	-1	2
50	Fc1ccccc1-c1nc2ncccc2o1	1	0	-1	-11	6
51	CCOC(=O)c1c(C)[nH]c(C)c1C(=O)COC(=O)/C=C/c1cccc(Cl)c1	0.94	6	0	2	0
52	O=C(O)c1cc(Cl)c(Cl)cc1C(=O)N1CCOCC1	1	-3	2	-2	-5
53	N#CCC(=O)N1CCN(C(c2ccccc2)c2ccccc2)CC1	0.94	6	0	-4	4
54	COc1ccc(CCNC(=O)COc2ccc(-c3ccc(C#N)cc3)cc2)cc1	1	-1	0	2	1
55	O=C(NC1CC2CCCC(C1)N2C(=O)NC1CCCCC1)c1ccc(F)cc1 (stereo not given)	0.94	6	2	0	4
56	CN1CCN(c2ccc([N+](=O)[O-])cc2/C=N/NC(=O)c2cccc([N+](=O)[O-])c2)CC1	0.92	8	/	-1	1
57	Cc1cc(C(=O)N2CCN(S(=O)(=O)c3ccccc3C#N)CC2)c(C)o1	0.97	3	5	-7	0
58	COc1ccc(Cl)cc1S(=O)(=O)NC(C)C(=O)NCc1ccc2c(c1)OCO2 (stereo not given)	1.1	-6	7	-1	-6
59	COc1ccccc1Nc1nc(N)nc(CN2CCCCC2)n1	1.2	-22	1	-5	-1

No.	mIAP block	MIN6 prolif	mIAP activ	NLRP3 yeast inh
46	-13	4	1.1	17
47	-6	-1	1.1	10
48	1	-2	0.99	10
49	-17	1	1.2	0
50	-8	-1	1.1	0
51	8	-2	0.92	14
52	-11	-1	1.1	4
53	5	-1	0.95	11
54	4	-1	0.96	9
55	3	-1	0.97	-5
56	5	-2	0.95	18
57	-3	-1	1	13
58	-3	-1	1	15
59	-9	-1	1.1	-6

Screening results deposited in PubChem by Sanford-Burnham Center for Chemical Genomics.

Not all compounds are listed, so the mix of outcomes need not match the whole.
